# Cav32 inh: Cav3.2 calcium influx blockers – cell-based, Fluo-4 calcium fluorescence, FDSS, MLSMR library, primary screen | Cav3.2-expressing cells; hits give low values | B-score at 10 µM | 4% of 100,000 active;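 active = single-dose well whose peak fluorescence ratio is a statistical outlier from its plate by either plate-standardised score or position-corrected B-score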
# Target sequence (O95180 whole entry, looked up): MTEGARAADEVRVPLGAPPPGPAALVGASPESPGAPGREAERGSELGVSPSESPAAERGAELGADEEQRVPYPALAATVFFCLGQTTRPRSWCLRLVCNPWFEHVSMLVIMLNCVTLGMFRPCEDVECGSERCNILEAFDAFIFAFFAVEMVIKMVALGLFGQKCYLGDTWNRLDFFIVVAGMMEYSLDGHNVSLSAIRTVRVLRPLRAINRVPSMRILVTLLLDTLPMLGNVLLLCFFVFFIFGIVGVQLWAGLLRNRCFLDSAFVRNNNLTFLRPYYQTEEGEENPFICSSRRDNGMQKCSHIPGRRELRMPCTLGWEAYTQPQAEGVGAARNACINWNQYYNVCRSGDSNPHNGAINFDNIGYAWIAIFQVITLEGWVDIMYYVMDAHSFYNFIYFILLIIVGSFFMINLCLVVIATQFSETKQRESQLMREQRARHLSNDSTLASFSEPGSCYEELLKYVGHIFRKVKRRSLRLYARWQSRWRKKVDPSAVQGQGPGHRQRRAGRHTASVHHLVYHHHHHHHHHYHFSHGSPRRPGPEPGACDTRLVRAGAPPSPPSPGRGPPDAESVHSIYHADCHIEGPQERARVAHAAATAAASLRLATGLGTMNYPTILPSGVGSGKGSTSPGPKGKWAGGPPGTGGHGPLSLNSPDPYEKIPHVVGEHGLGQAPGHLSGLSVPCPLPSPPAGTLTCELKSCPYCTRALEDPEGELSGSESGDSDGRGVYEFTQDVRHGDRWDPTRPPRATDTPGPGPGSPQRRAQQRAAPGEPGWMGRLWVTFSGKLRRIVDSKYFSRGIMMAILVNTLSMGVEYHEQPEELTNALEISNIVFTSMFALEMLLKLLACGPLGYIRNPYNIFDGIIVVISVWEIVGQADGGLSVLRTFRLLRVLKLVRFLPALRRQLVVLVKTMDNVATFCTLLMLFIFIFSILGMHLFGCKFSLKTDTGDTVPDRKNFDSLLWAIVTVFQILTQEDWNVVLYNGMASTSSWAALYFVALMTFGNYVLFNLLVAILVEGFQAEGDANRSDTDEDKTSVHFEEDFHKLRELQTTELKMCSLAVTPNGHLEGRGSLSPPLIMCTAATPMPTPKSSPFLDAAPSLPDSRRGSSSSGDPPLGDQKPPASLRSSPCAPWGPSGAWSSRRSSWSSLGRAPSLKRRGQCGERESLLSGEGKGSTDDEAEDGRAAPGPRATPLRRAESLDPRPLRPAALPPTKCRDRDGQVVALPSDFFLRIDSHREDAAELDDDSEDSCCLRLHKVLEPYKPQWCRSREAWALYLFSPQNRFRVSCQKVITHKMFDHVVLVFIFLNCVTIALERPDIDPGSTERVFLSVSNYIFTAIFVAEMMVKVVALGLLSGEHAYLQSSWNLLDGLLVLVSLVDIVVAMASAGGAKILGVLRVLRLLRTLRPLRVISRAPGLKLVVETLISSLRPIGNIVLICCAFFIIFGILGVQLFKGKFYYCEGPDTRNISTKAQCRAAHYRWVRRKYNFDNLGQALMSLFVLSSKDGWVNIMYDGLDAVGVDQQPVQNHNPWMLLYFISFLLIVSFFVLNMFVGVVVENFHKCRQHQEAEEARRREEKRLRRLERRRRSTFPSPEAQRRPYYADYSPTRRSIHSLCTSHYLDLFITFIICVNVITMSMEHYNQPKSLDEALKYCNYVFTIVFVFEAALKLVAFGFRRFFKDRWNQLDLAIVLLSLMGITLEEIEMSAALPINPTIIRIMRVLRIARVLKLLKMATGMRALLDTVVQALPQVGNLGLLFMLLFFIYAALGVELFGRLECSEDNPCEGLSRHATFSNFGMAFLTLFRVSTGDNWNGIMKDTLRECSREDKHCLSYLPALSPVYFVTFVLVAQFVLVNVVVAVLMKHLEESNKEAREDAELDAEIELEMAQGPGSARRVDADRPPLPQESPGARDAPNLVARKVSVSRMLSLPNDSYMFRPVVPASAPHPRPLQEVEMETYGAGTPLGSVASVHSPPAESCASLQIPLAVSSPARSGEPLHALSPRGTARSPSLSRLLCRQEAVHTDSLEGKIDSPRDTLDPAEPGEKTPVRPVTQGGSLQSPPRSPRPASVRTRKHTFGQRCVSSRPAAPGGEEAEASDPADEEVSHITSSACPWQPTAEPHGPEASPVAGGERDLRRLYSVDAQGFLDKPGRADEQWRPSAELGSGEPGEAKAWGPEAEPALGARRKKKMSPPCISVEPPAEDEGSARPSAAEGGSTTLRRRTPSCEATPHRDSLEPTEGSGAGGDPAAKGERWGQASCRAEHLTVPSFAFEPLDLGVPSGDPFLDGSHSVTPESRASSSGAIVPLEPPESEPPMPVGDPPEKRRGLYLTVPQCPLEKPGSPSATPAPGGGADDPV
# * = called active by the depositor. These rows are one share of the data; the hit share may differ from the screen's.
# Start of the data: the first 3 compounds (preview)
Cav32 inh,compound
0.772,CN(CC(=O)NCCCN1CCOCC1)S(=O)(=O)c1ccc(Br)cc1
0.108,OCCN1CCN(CCCN2c3ccccc3Sc3ccc(C(F)(F)F)cc32)CC1
-2.57,COc1ccc(-c2nnc(SC(C)C(=O)Nc3cccc(Cl)c3)o2)cc1 (stereo unspecified)

# All compounds of this part, from the first entry:
Cav32 inh,compound
0.772,CN(CC(=O)NCCCN1CCOCC1)S(=O)(=O)c1ccc(Br)cc1
0.108,OCCN1CCN(CCCN2c3ccccc3Sc3ccc(C(F)(F)F)cc32)CC1
-2.57,COc1ccc(-c2nnc(SC(C)C(=O)Nc3cccc(Cl)c3)o2)cc1 (stereo unspecified)
1.82,COCCCNS(=O)(=O)c1ccccc1
-0.322,CC1(C)CC(=O)C2=C(C1)NC(Nc1nc3ccccc3o1)=NC21CCCCC1
2.06,O=C1CCC/C1=c1\s/c(=C\c2cccnc2)c(=O)n1-c1ccccc1
0.00794,CC(NC(=O)c1nn(C)c(=O)c2ccccc12)c1ccccc1 (stereo unspecified)
-0.459,CCOc1ccc2nc(NC(=O)c3ccc(OC)c(S(=O)(=O)N4CCOCC4)c3)sc2c1
-1.72,CS(=O)(=O)N(CC(=O)N1CCN(c2ccc(F)cc2)CC1)c1cccc(Cl)c1
-0.134,CNCCCCOc1ccccc1Cc1ccccc1
-0.0456,CC(=O)c1c(C)[nH]c(C(=O)OC2CCCCC2=O)c1C (stereo unspecified)
0.124,CC(C)SCCCCOc1ccc2ccccc2c1
0.374,Cc1ccc(Cn2c(CN3CCOCC3)nc3c2c(=O)n(C)c(=O)n3C)cc1
1.13,O=C(O)Cn1c(-c2cscn2)nc2ccccc21
0.902,O=C(O)CSc1ncnc2c1oc1ccccc12
-1.55,COc1cc(C)c(S(=O)(=O)N2CCOCC2)cc1C(C)C
-1.65,O=C(COc1cccc(NC(=O)c2cccc([N+](=O)[O-])c2)c1)c1ccc(F)cc1
-2.8,CC1CCCN(C(C(=O)Nc2ccc3c(c2)OCO3)c2ccccc2)C1 (stereo unspecified)
-0.177,O=C(CN(CC1CCCO1)C(=O)CCC(=O)Nc1ccccn1)NCC1CCCO1 (stereo unspecified)
-2.74,O=C(Nc1ccccc1)OCCOc1ccccc1

# Part of the list above, set out differently.
CNCCCCOc1ccccc1Cc1ccccc1
  Cav32 inh: -0.134
COCCCNS(=O)(=O)c1ccccc1
  Cav32 inh: 1.82
Cc1ccc(Cn2c(CN3CCOCC3)nc3c2c(=O)n(C)c(=O)n3C)cc1
  Cav32 inh: 0.374
O=C(O)CSc1ncnc2c1oc1ccccc12
  Cav32 inh: 0.902

# Following part.
Cav32 inh,compound
-0.791,COC(=O)C1=C(C)NC(=O)/C1=C\c1cc(C)n(-c2c(C)cccc2C)c1C
0.812,CN(Cc1cccc(F)c1)C(=O)c1ccc(S(=O)(=O)C(F)F)cc1
-0.811,CCOC(=O)CSc1nc2ccsc2c(=O)n1C1CCN(C(=O)OCC)CC1
0.225,Nc1cc(=O)[nH]c(SCc2nnc(-c3ccccc3)o2)n1
0.633,Cc1ccc(S(=O)(=O)/C(C#N)=C/c2c(N3CCN(C)CC3)nc3c(C)cccn3c2=O)cc1
0.325,Cc1ccc(C(=O)NNC(=O)CSc2nnc3c(n2)[nH]c2ccc(C)cc23)cc1
1.1,CCn1c(COc2ccc(=O)n(-c3ccccc3)n2)nnc1SCc1ccc(OC)cc1
-3.3,COc1ccc2c(c1)c(=O)oc1cc(OCC(=O)N3CCc4ccccc4C3)ccc12
0.978,O=C(NCc1cccs1)Nc1cccs1
-0.796,CCOC(=O)c1ccc(N2C(=O)CC(N3CCN(C/C=C/c4ccccc4)CC3)C2=O)cc1 (stereo unspecified)
-2.43,Cc1cc(=O)oc2cc(Oc3ccc([N+](=O)[O-])cc3C(F)(F)F)ccc12
1.15,C=CCOc1ccc(CNn2cn[nH]c2=S)cc1OC
-2.62,CCc1c(C)nc(N)nc1OCC(F)(F)C(F)F
0.448,CCN1CCN(C(=O)CS(=O)Cc2nc(-c3ccc(OC)cc3)oc2C)CC1 (stereo unspecified)
0.464,CCOC(=O)N1CCN(C(=O)C2CCN(S(=O)(=O)N3CCCC3)CC2)CC1
-1.87,Cc1ccc(S(=O)(=O)N2CCC(C(=O)NCCc3ccc(S(N)(=O)=O)cc3)CC2)cc1
0.393,CN(C)S(=O)(=O)n1cnc2ccccc21
0.409,COc1ccc(Oc2ncnc3c2ncn3Cc2ccccc2)cc1
-2.63,CC(=O)c1cccc(NC(=O)C(OC(=O)/C=C/c2ccc3c(c2)OCO3)c2ccccc2)c1 (stereo unspecified)
0.51,CN(CCc1ccccn1)C(=O)Nc1ccc(Cl)cc1

# (listing goes on)
Cav32 inh,compound
0.256,Cc1cccc(NC(=O)Nc2ccc(C)c(C)c2)n1
-3.52,CCc1nnc(NC(=O)C2Cc3ccccc3CN2S(=O)(=O)c2c(C)c(C)cc(C)c2C)s1 (stereo unspecified)
0.587,CCOc1cccc(/C(O)=C2/C(=O)C(=O)N(CCOC)C2c2ccncc2)c1 (stereo unspecified)
0.0544,CCOC(=O)CC(=O)Nc1ccccc1C(=O)O
-0.211,COc1ccc(/C=N/Nc2nonc2N)cc1OC
-2.56,O=C(Nc1ccccc1)c1ccc(NC2CCCCC2)c(S(=O)(=O)N2CCOCC2)c1
1.72,O=C(Nc1ccc2c(c1)nc1n2CCN(Cc2ccccc2)C1)c1cccs1
0.0219,CCNC(=O)Cc1ccc(NS(=O)(=O)c2ccc(F)cc2)cc1
0.235,CCN(CC)CCCN1C(=O)C(O)=C(C(=O)c2cccs2)C1c1ccccn1 (stereo unspecified)
-5.19*,C=CCCCCCCCCc1nc(=S)[nH][nH]1
-0.323,CCOC(=O)c1c(C)c(-c2ccccc2)n(CC(=O)N2CCCC2)c1C
0.802,O=C(Cn1cnc2ccccc2c1=O)c1ccc2c(c1)OCCO2
0.281,O=C(O)Cn1cccc1C(=O)c1ccccc1
-0.508,CCCn1c(=O)c2c(c3ccccc31)OC(C)C(=O)N2 (stereo unspecified)
-0.392,CCN(CC(=O)N1CCCCCC1)S(=O)(=O)c1ccc(Cl)cc1
-1.22,N#C/C(=C\c1ccc(N2CCCC2)c([N+](=O)[O-])c1)c1nc2ccccc2[nH]1
0.11,Cc1c(N=Cc2ccccn2)c(=O)n(-c2ccccc2)n1C
0.71,C=CCOc1ccc(/C(O)=C2\C(=O)C(=O)N(CCN(C)C)C2c2cccs2)cc1 (stereo unspecified)
-0.0044,N#CC1=C2SCN(Cc3ccccc3)CN2C(=O)CC1c1ccccc1F (stereo unspecified)
-2.68,COc1cc(C2C(C#N)=C(N)N(Nc3ccccc3)C3=C2C(=O)CC(C)(C)C3)ccc1OCc1ccccc1 (stereo unspecified)

# (listing goes on)
Cav32 inh,compound
0.0661,CCOc1ccc(CCNc2nc3c(c(=O)n(C)c(=O)n3C)n2CC)cc1OCC
1.21,COc1ccccc1NC(=S)NNC(=O)c1nn(C)cc1Cl
0.487,Cc1cc(-c2sccc2C)nc(-n2cccc2)n1
-0.804,Cc1ccc(N2CC(C(=O)Nc3cccc(F)c3)CC2=O)cc1 (stereo unspecified)
-1.62,COc1cccc(NC(=O)Cc2nnc(SCC(=O)c3ccccc3)n2C)c1
0.988,CC(=O)Nc1cc(C(=O)O)ccc1S(=O)(=O)c1ccc(Cl)cc1
0.666,CN1CCN(S(=O)(=O)c2ccc3[nH]cc(C(=O)O)c(=O)c3c2)CC1
-2.81,O=C(COC(=O)C12CC3CC(CC(C3)C1)C2)NC12CC3CC(CC(C3)C1)C2
-0.965,Cc1cccc(Sc2c(C=O)c3ccccc3n2C)c1
1.27,O=C(c1ccc(F)cc1)C1CCN(C(=O)NC2CCCCC2)CC1
-0.0531,COc1ccc(N(C)S(=O)(=O)c2cccc3cccnc23)c(OC)c1
-0.168,CCOC(=O)c1nnn(-c2nonc2N)c1-c1ccc(OC)cc1
-0.129,CC1CCN(S(=O)(=O)c2cccc(-c3cn4cc(Cl)ccc4n3)c2)CC1
-1.31,Cn1c(Cc2cccs2)nnc1SC/C=C/c1ccccc1
-1.31,COc1ccc(C(=O)Nc2ccc(S(=O)(=O)N3CCCCC3)cc2)cc1
0.00565,O=C(Nc1ccc(C(=O)N2CCCCC2)cc1)C1CCCCC1
0.9,N#CC1=C(N)OC(c2ccccc2)=C(C#N)C1c1ccc2c(c1)OCO2 (stereo unspecified)
0.784,Cn1c(=O)oc2cc(S(=O)(=O)NC3CCN(Cc4ccccc4)CC3)ccc21
-0.987,COc1cc(/C=C2\SC(c3ccc(C)cc3)=NC2=O)cc(OC)c1OC
0.941,CCC(C)(C(=O)NC1CCCC1)N(Cc1cccs1)C(C)=O (stereo unspecified)

# (list continues)
Cav32 inh,compound
-0.0104,CCOc1cc(S(=O)(=O)n2nc(C)cc2C)ccc1F
0.845,COC(=O)C(C)Sc1nnc(SC(C)C(=O)OC)s1 (stereo unspecified)
0.636,O=C(O)c1cc(S(=O)(=O)O)ccc1O
-1.2,CCOC(=O)c1cc2sccc2n1CC(=O)N1c2ccccc2CC1C (stereo unspecified)
-0.0028,Cc1ccccc1-c1ccc(Nc2ccc(N3CCOCC3)cc2)nn1
-0.488,O=C(OCc1nnc(-c2ccc(Cl)cc2)o1)c1ccncc1
-0.417,COc1ccc(C2=NOC(C)(c3nnc(-c4ccc(Cl)cc4)o3)C2)cc1 (stereo unspecified)
-0.448,Cc1ccc(OCCCN(C)C)c(Br)c1
-0.541,Cc1cc(C)c(C(N)=O)c(NC(=O)Nc2ccccc2)n1
-0.295,COc1ccc(F)cc1S(=O)(=O)n1cc(C)nc1-c1ccccc1
0.36,NC(=O)CSc1nnc(-c2ccoc2)o1
0.0285,COC(=O)Cn1c(=NC(=O)CSCC(=O)Nc2cc(C)on2)sc2cc(C(=O)OC)ccc21
-1.89,C#Cc1ccc([C@@H]2C=C(C(=O)NC3CC3)O[C@H](OCc3ccc(CO)cc3)C2)cc1
-1.01,S=c1sc2c(N3CCN(Cc4ccccc4)CC3)ncnc2n1-c1ccccc1
-1.17,CCN(C1CCCCC1)S(=O)(=O)c1ccc(S(=O)(=O)N(CC(=O)Nc2ccccc2)C2CC2)cc1
0.459,COCc1nnc(NS(=O)(=O)c2ccc([N+](=O)[O-])cc2)s1
-1.71,CC(C)c1cc(Br)ccc1OCCCN1C(=O)NC(C)(C)C1=O
0.391,Cc1ccc(Cn2c3ccccc3c3cn[nH]c(=O)c32)cc1
0.00105,COC(=O)CSc1ncc(C#N)c(N)n1
-0.12,O=C(c1ccco1)n1nc(-c2ccco2)nc1SCc1ccccc1

# 4 compounds out of the list, arranged by length of the SMILES, descending:
Cav32 inh,compound
-0.417,COc1ccc(C2=NOC(C)(c3nnc(-c4ccc(Cl)cc4)o3)C2)cc1 (stereo unspecified)
-1.2,CCOC(=O)c1cc2sccc2n1CC(=O)N1c2ccccc2CC1C (stereo unspecified)
-0.12,O=C(c1ccco1)n1nc(-c2ccco2)nc1SCc1ccccc1
-0.448,Cc1ccc(OCCCN(C)C)c(Br)c1

# The listing continues.
Cav32 inh,compound
0.695,O=C(O)c1cc(C(=O)O)c(-c2ccccc2)c(C(=O)O)c1
-0.164,CCc1nc(N2CCC(C)CC2)c2oc3ccccc3c2n1
-0.0777,CC(CP(=O)(O)O)NC(=O)Cc1ccccc1 (stereo unspecified)
-0.0209,COc1ccc(C(=O)N2CCCc3ccccc32)cc1
0.499,Clc1ccc(CSc2ncn[nH]2)cc1
-0.606,CC1CCN(S(=O)(=O)Cc2ccccc2Cl)CC1
1.09,CCCCN(C)C(=O)C1CCC(=O)N(c2cc(OC)c(OC)c(OC)c2)C1c1ccc(OC)cc1 (stereo unspecified)
0.67,O=C(Nc1cccc(-c2cn3ccccc3n2)c1)c1cc2ccccc2oc1=O
-1.14,Cc1cccc(CCNC(=O)C2CCN(S(=O)(=O)c3cccc4nsnc34)CC2)c1
0.641,NCc1cccc(-n2cccn2)c1
-0.136,COc1ccccc1CNC(=O)CCNC(=O)Cn1ccc2ccccc2c1=O
-3.54,CC(C)C(NS(=O)(=O)c1cccs1)C(=O)Nc1nc(C(C)(C)C)cs1 (stereo unspecified)
0.744,COc1ccc(C(=O)N2CCCCC2)cc1S(=O)(=O)Nc1cccc(C(=O)O)c1
1.98,CCCC1CC(CSC(=N)N)OC1=O (stereo unspecified)
-1.63,N=c1c(C(=O)NCc2ccco2)cc2c(=O)n3ccccc3nc2n1Cc1ccccc1
1.16,COCCN1Cc2cccc(C(=O)NCc3ccccc3OC)c2C1=O
-0.937,CC(C)n1cnc2c(NCc3ccccc3)nc(NCc3ccccc3)nc21
0.466,Cc1cccn2c(=O)c3cc(C(=O)N(C)C)n(C)c3nc12
0.658,COc1cc(/C=C2\C(=O)ON=C2c2ccccc2)cc(OC)c1OC
-1.87,Cc1ccc(Sc2c(C)nn(C(=O)c3cccc(S(=O)(=O)N4CCOCC4)c3)c2C)cc1

# (continued)
Cav32 inh,compound
0.345,CCN(C(=O)c1ccc2c(OC)n(CC)nc2c1)c1ccc(OC)cc1
-0.00727,Cn1c(CCCNC(=O)c2cccs2)nc2ccccc21
0.445,O=C(Nc1ccc(S(=O)(=O)Nc2cnc3ccccc3n2)cc1)c1ccc(Br)o1
0.785,CC(C)CNC(=O)COC(=O)CCC(=O)c1ccc(F)cc1
0.407,Cc1ccccc1CN1[C@@H](C(C)C)COCCS1(=O)=O
1.19,O=C(N[C@@H](Cc1ccc(O)cc1)C(=O)O)c1ccc(C(F)(F)F)cc1
-1.22,CC(C)(C)c1csc(NC(=O)c2ccc(Cl)s2)n1
1.13,CC1CN(C2CCN(S(=O)(=O)Cc3ccccc3)CC2)CC(C)O1 (stereo unspecified)
-0.582,O=c1c2ccccc2nc(COc2ccccc2)n1/N=C/c1ccco1
-1.92,C[C@]12C=CC(=O)C=C1CC[C@@H]1[C@@H]2[C@@H](O)C[C@@]2(C)[C@H]1CC[C@]2(O)C(=O)COC(=O)CCC(=O)O
0.703,CCOCC(=O)Nc1cc(C(=O)OC)ccc1C(=O)OC
0.267,O=C(CN1CCN(c2ccccn2)CC1)NC(=O)NC1CCCCC1
-1.07,CC(=O)C1=C(C)NC(SCC(=O)c2ccccc2)=C(C#N)C1CC(C)C (stereo unspecified)

# High-throughput results (PubChem)
